M5 antag = CHRM5 antagonism in calcium assay; 360,000 tested, 0.59% active; AID 624040; P08912; CHO-hM5 cells, Fluo-8 calcium fluorescence, ACh EC80; inhibition, % at 3 µM;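 active = inhibition above a per-plate cutoff, the mean of that plate's test compounds plus 3 SD, cut at about 27% in these data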;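 also: 0% = acetylcholine EC80 with DMSO and 100% = DMSO without agonist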
Target sequence (P08912 whole entry, looked up): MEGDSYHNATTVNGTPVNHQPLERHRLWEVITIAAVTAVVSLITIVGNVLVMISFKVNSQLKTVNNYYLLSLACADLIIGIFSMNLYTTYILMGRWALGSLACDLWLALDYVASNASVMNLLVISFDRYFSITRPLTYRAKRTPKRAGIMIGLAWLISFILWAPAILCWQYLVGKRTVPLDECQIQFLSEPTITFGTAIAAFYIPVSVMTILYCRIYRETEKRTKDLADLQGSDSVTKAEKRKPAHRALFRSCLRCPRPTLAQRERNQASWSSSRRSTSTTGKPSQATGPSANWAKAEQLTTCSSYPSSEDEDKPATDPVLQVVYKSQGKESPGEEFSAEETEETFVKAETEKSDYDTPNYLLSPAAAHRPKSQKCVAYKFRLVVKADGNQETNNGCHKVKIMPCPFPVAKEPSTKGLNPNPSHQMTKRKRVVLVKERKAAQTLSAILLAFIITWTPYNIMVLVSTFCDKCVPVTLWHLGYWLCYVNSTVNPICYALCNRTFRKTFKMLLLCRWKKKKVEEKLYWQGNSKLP
M5 ag = agonists of human muscarinic M5 receptor (CHRM5); P08912; CHO-K1 hM5 cells, Fluo-8 calcium fluorescence; 0% DMSO wells, 100% maximal acetylcholine response; activation, % at 3 µM; 360,000 tested, 0.19% active; AID 624037;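 active = activation above the run's mean over test compounds plus 3 SD, cut at about 23% in these data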;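 also: signal is peak over basal fluorescence ratio across the kinetic read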
CRFR2-BP antag = blocks CRF-induced signaling of the CRF-BP/CRF-R2 complex. HEK293 CRF-R2/CRF-BP, CRF-induced calcium fluorescence. inhibition, % at 11.8 µM. 350,000 tested, 0.59% active;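 active = inhibition of the ligand-induced calcium signal above about 50% at the single tested concentration, limit read from the data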
M4 ag = CHRM4 agonism in calcium assay; P08173; CHO-K1 hM4/Gqi5, Fluo-8 calcium fluorescence; vehicle 0%, full acetylcholine response 100%; AID 624127; activation, % at 3 µM; 360,000 tested, 0.14% active;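 active = activation above the run mean over all test wells plus 3 SD, cut at about 32% in these data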;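 also: peak over basal fluorescence ratio per well then scaled between controls; 0% = DMSO wells and 100% = acetylcholine at EC100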
Target sequence (P08173 whole entry, looked up): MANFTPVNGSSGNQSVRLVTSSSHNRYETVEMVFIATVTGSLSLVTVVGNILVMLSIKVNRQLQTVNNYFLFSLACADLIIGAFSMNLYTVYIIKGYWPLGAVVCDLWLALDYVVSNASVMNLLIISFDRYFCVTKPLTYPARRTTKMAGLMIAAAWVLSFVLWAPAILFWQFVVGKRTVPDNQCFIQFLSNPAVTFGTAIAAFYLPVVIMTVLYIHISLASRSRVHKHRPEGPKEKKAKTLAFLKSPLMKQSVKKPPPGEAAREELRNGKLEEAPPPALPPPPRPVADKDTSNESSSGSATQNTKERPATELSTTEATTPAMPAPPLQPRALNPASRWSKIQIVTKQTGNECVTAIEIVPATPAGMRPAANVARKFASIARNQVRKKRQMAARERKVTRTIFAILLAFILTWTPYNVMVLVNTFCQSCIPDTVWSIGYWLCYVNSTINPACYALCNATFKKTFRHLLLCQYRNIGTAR
IDE cell inh = inhibitors of human insulin-degrading enzyme in cells; P14735; HEK cells, FAbetaB cleavage, fluorescence polarization; inhibition, % at 5.59 µM; 320,000 tested, 0.41% active;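 active = percent inhibition above the average of all tested compounds plus 3 SD, set per screening campaign, cut at about 16% in these data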;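 also: IDE supplied by intact live HEK cells; FP after avidin binding of uncleaved biotin substrate so inhibition keeps polarization high; 0% = DMSO wells and 100% = 60 µM reference IDE inhibitor Ii1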
CHRM4 antagonist = antagonists of human muscarinic M4 receptor (CHRM4). P08173. CHO-hM4 cells, ACh EC80, Fluo-8 calcium fluorescence. inhibition, % at 3 µM. 360,000 tested, 0.73% active. AID 624125;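 active = inhibition above its plate's cutoff, the mean inhibition of sample wells plus 3 SD, cut at about 27% in these data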;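 also: 0% = acetylcholine EC80 with DMSO and 100% = DMSO without agonist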
CHRM5 PAM = CHRM5 positive allosteric modulation; P08912; CHO-K1 hM5, Fluo-8 calcium, ACh EC20 PAM; 0% = ACh EC20, 100% = ACh EC100; activation, % at 3 µM; 360,000 tested, 0.3% active; AID 624038;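 active = activation above the run cutoff, the mean activation of all test compounds plus 3 SD, cut at about 18% in these data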
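Test system: CHO-K1 hM5 cells / Doses: single-point, 3 µM nominal / Times: Post-acetylcholine fluorescence recording 140 s / Technique: Fluo-8 calcium fluorescence / Measure: Max/basal fluorescence ratio as % of EC20–EC100 ACh window / Benchmarks: low control EC20 acetylcholine (0%), high control EC100 acetylcholine (100%) / Replicates: one well per compound, no replicates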
M4 PAM = potentiates acetylcholine response at human M4 receptor; P08173; CHO-K1 hM4/Gqi5, Fluo-8 calcium fluorescence, ACh EC20; 0% = ACh EC20, 100% = maximal ACh; activation, % at 3 µM; 360,000 tested, 0.4% active;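 active = activation above its plate's cutoff, the mean activation of sample wells plus 3 SD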; also: some results filed as inactive read as strong as hits
CRFBP-R2 agonist = agonists of human CRF-binding protein/CRF-R2 receptor complex; AID 588473; 350,000 tested, 0.46% active; activation, % at 13.2 µM; HEK293 CRF-R2/CRF-BP, calcium dye fluorescence (FLIPR); percent of saturating CRF peptide response;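 active = activation of at least 50%, plus an integration ratio under a set limit after plate pattern correction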;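 also: plate controls were neutral control wells without compound for no effect and CRF at EC100 for full effect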
Starred values were filed as active, the others as inactive. Rows were taken by chance. About 2.9% of those tested had a hit in this group.

For CCCn1nc(C(=O)NC2CCCC2)c2ccccc2c1=O the results were M5 antag 4, M5 ag -7, CRFR2-BP antag -4, M4 ag -1, IDE cell inh 1, CHRM4 antagonist -14, CHRM5 PAM -2, M4 PAM 12 and CRFBP-R2 agonist 0.8.
`CN(C)C(=O)CNc1ccn2nc(-c3cccc(Cl)c3)cc2n1` gave M5 antag 7, M5 ag -1, M4 ag 1, CHRM4 antagonist 8, CHRM5 PAM -5 and M4 PAM -1.
For CCCc1nc2oc3cc(OC)ccc3c(=O)c2c(=O)n1Cc1ccco1 the results were M5 antag 1, M5 ag 4, CRFR2-BP antag -43, M4 ag 1, IDE cell inh 0, CHRM4 antagonist -15, CHRM5 PAM -5, M4 PAM 12 and CRFBP-R2 agonist 2.9.
`O=C(Nc1cc(S(=O)(=O)N2CCOCC2)ccc1N1CCOCC1)c1ccccc1[N+](=O)[O-]` gave M5 antag 15, M5 ag 3, CRFR2-BP antag 10, M4 ag -1, IDE cell inh 0, CHRM4 antagonist -1, CHRM5 PAM -2, M4 PAM 3 and CRFBP-R2 agonist 0.1.
For CN1CCC(N2CCN(C3CN(Cc4cn(Cc5ccc(F)cc5)nn4)S(=O)(=O)C3)CC2)CC1 (configuration not stated) the results were M5 antag -3, M5 ag -2, M4 ag 0, CHRM4 antagonist -2, CHRM5 PAM -5 and M4 PAM 4.
For CCOC(=O)c1cnc2c(-c3ccc(Cl)cc3)cnn2c1C the results were M5 antag -2, M5 ag -3, CRFR2-BP antag -22, M4 ag 1, IDE cell inh 5, CHRM4 antagonist -3, CHRM5 PAM 1, M4 PAM 5 and CRFBP-R2 agonist 0.6.
O=C(c1cccc(S(=O)(=O)N2CCCCCC2)c1)N1CCN(Cc2ccccc2)CC1 was read as M5 antag 8, M5 ag -5, CRFR2-BP antag 11, M4 ag 3, CHRM4 antagonist 4, CHRM5 PAM -4, M4 PAM -5 and CRFBP-R2 agonist -2.6.
For COc1ccc(C2=NS(=O)(=O)N(C)C(C(=O)N3CCCCC3C)=C2)cc1 (configuration not stated) the results were M5 antag 4, M5 ag 2, CRFR2-BP antag -3, M4 ag 2, IDE cell inh -2, CHRM4 antagonist 7, CHRM5 PAM -2, M4 PAM -2 and CRFBP-R2 agonist -8.1.
For Cc1noc(C)c1COc1ccccc1C(=O)NCCOc1ccccc1F the results were M5 antag 10, M5 ag 2, CRFR2-BP antag 5, M4 ag 9, IDE cell inh 1, CHRM4 antagonist 6, CHRM5 PAM -11, M4 PAM -5 and CRFBP-R2 agonist -1.6.
For O=C1C(Nc2cccc(O)c2)=C(N2CCCCC2)C(=O)c2ccccc21 the results were M5 antag 7, M5 ag -1, CRFR2-BP antag -5, M4 ag 0, IDE cell inh -2, CHRM4 antagonist 2, CHRM5 PAM -4, M4 PAM 1 and CRFBP-R2 agonist -2.1.
`O=C(NC1c2ccccc2-c2ccccc21)N1CCOCC1` gave M5 antag -5, M5 ag -1, CRFR2-BP antag -14, M4 ag 1, IDE cell inh 8, CHRM4 antagonist -4, CHRM5 PAM 2, M4 PAM 3 and CRFBP-R2 agonist -1.8.
COc1ccc(C(=O)Nc2cccc(S(C)(=O)=O)c2)cc1 was read as M5 antag 2, M5 ag 2, CRFR2-BP antag 8, M4 ag 2, IDE cell inh -2, CHRM4 antagonist -1, CHRM5 PAM 0, M4 PAM -1 and CRFBP-R2 agonist 0.7.
Screening O=C(/C=C/c1ccc(OC(F)F)cc1)OCC(=O)N1CCc2ccccc21 returned M5 antag -1, M5 ag 1, CRFR2-BP antag -3, M4 ag -1, IDE cell inh -4, CHRM4 antagonist 3, CHRM5 PAM 0, M4 PAM -3 and CRFBP-R2 agonist -0.5.
Screening Cc1ccccc1OCc1n[nH]c(=S)n1Cc1ccccc1 returned M5 antag 12, M5 ag -3, CRFR2-BP antag 2, M4 ag 6, IDE cell inh -1, CHRM4 antagonist 0, CHRM5 PAM -18, M4 PAM -12 and CRFBP-R2 agonist -1.4.
For CCC/C=N/NC(=O)c1ccccc1O the results were M5 antag 5, M5 ag -7, CRFR2-BP antag -6, M4 ag 0, IDE cell inh 1, CHRM4 antagonist 3, CHRM5 PAM -5, M4 PAM 6 and CRFBP-R2 agonist 0.2.
`O=C(Nc1ccc(S(=O)(=O)NC2=NCCCCC2)cc1)c1cccc(S(=O)(=O)N2CCOCC2)c1` gave M5 antag -2, M5 ag 0, CRFR2-BP antag 14, M4 ag 1, IDE cell inh -3, CHRM4 antagonist -6, CHRM5 PAM 1, M4 PAM 1 and CRFBP-R2 agonist 0.2.
`O=C(Cc1ccc([N+](=O)[O-])cc1)Nc1cccc(C(F)(F)F)c1` gave M5 antag 17, M5 ag -2, CRFR2-BP antag 29, M4 ag 8, IDE cell inh 0, CHRM4 antagonist -4, CHRM5 PAM -19, M4 PAM -7 and CRFBP-R2 agonist 0.0.
COc1ccccc1/C=C1/SC(=S)N(CCC(=O)Nc2cccnc2)C1=O was read as M5 antag -17, M5 ag 0, CRFR2-BP antag -8, M4 ag 4, IDE cell inh 3, CHRM4 antagonist 5, CHRM5 PAM 2, M4 PAM 1 and CRFBP-R2 agonist 2.7.
Cc1cc(C(=O)CSc2n[nH]c(N)n2)c(C)n1-c1cccc(F)c1 was read as M5 antag 12, M5 ag 2, CRFR2-BP antag 17, M4 ag 6, IDE cell inh 2, CHRM4 antagonist 9, CHRM5 PAM -9, M4 PAM 1 and CRFBP-R2 agonist 0.3.
For COc1ccc(Br)cc1S(=O)(=O)N1CCCC1 the results were M5 antag -4, M5 ag -7, CRFR2-BP antag 6, M4 ag 0, IDE cell inh 0, CHRM4 antagonist 4, CHRM5 PAM 5, M4 PAM -5 and CRFBP-R2 agonist -0.2.
For CC(NC(=O)c1c(O)c2ccccc2n(C)c1=O)c1ccccc1 (configuration not stated) the results were M5 antag 2, M5 ag 0, CRFR2-BP antag -11, M4 ag -1, IDE cell inh -3, CHRM4 antagonist -3, CHRM5 PAM 6, M4 PAM 3 and CRFBP-R2 agonist 5.0.
O=C(c1ccccc1)c1cccc2ccccc12 was read as M5 antag 1, M5 ag 0, CRFR2-BP antag 4, M4 ag -2, CHRM4 antagonist -9, CHRM5 PAM 10, M4 PAM 2 and CRFBP-R2 agonist 3.3.
`CCN(CC)C(=O)c1cccc(-c2csc(C(C)(O)c3ccc(F)c(F)c3)n2)c1` (configuration not stated) gave M5 antag 19, M5 ag 5, M4 ag 21, CHRM4 antagonist 8, CHRM5 PAM -19 and M4 PAM -6.
For COc1ccc(N/C=C/c2nc(SC)nnc2C)cc1 the results were M5 antag 11, M5 ag 7, CRFR2-BP antag -73, M4 ag 2, IDE cell inh 4, CHRM4 antagonist 1, CHRM5 PAM 2, M4 PAM -5 and CRFBP-R2 agonist 37.

3 structures out of the list, sorted by molar mass, low to high.
For COc1ccc(N/C=C/c2nc(SC)nnc2C)cc1 the results were M5 antag 11, M5 ag 7, CRFR2-BP antag -73, M4 ag 2, IDE cell inh 4, CHRM4 antagonist 1, CHRM5 PAM 2, M4 PAM -5 and CRFBP-R2 agonist 37.
For CC(NC(=O)c1c(O)c2ccccc2n(C)c1=O)c1ccccc1 (configuration not stated) the results were M5 antag 2, M5 ag 0, CRFR2-BP antag -11, M4 ag -1, IDE cell inh -3, CHRM4 antagonist -3, CHRM5 PAM 6, M4 PAM 3 and CRFBP-R2 agonist 5.0.
`O=C(Cc1ccc([N+](=O)[O-])cc1)Nc1cccc(C(F)(F)F)c1` gave M5 antag 17, M5 ag -2, CRFR2-BP antag 29, M4 ag 8, IDE cell inh 0, CHRM4 antagonist -4, CHRM5 PAM -19, M4 PAM -7 and CRFBP-R2 agonist 0.0.

Next section
`O=C(NCCc1ccc(Cl)cc1)c1ccc(CS(=O)Cc2ccccc2Cl)o1` (configuration not stated) gave M5 antag 4, M5 ag 0, CRFR2-BP antag 6, M4 ag 17, IDE cell inh 2, CHRM4 antagonist 3, CHRM5 PAM -9, M4 PAM -12 and CRFBP-R2 agonist 0.4.
For O=C(CCC(=O)NNC(=O)c1ccc([N+](=O)[O-])cc1)NCc1ccccc1 the results were M5 antag 0, M5 ag -1, CRFR2-BP antag 22, M4 ag 0, IDE cell inh 0, CHRM4 antagonist -4, CHRM5 PAM -2, M4 PAM 12 and CRFBP-R2 agonist 9.6.
`Fc1cccc(Cl)c1Cn1nnc2c(N3CCC4(CC3)OCCO4)ncnc21` gave M5 antag -6, M5 ag -2, CRFR2-BP antag -4, M4 ag 1, IDE cell inh 4, CHRM4 antagonist -1, CHRM5 PAM -1, M4 PAM 2 and CRFBP-R2 agonist 0.1.
Cc1c(Cl)cnc(NC(=O)COC(=O)C2CCCC2)c1Cl was read as M5 antag 9, M5 ag -1, CRFR2-BP antag 3, M4 ag 1, IDE cell inh -4, CHRM4 antagonist 2, CHRM5 PAM 4, M4 PAM -1 and CRFBP-R2 agonist 1.0.
O=C(Oc1cc2oc(=O)c3c(c2cc1Cl)CCCC3)c1cccs1 was read as M5 antag -3, M5 ag -4, CRFR2-BP antag -37, M4 ag 1, IDE cell inh 3, CHRM4 antagonist -17, CHRM5 PAM -5, M4 PAM 6 and CRFBP-R2 agonist 1.5.
CCOCCc1nnc(NC(=O)CSc2ccccc2)s1 was read as M5 antag 7, M5 ag -5, CRFR2-BP antag -6, M4 ag 0, IDE cell inh 2, CHRM4 antagonist 0, CHRM5 PAM -6, M4 PAM 2 and CRFBP-R2 agonist 0.1.
`COC(=O)c1ccc(NC(=O)c2cc3sccc3n2C)cc1` gave M5 antag -5, M5 ag -10, CRFR2-BP antag -8, M4 ag 2, IDE cell inh -1, CHRM4 antagonist -3, CHRM5 PAM 8, M4 PAM 3 and CRFBP-R2 agonist -1.8.
Screening Cc1ccc(/C=N/NC(=O)COc2ccccc2-c2ccccc2)cc1 returned M5 antag -5, M5 ag -1, CRFR2-BP antag -36, M4 ag 0, IDE cell inh 3, CHRM4 antagonist -6, CHRM5 PAM -1, M4 PAM -3 and CRFBP-R2 agonist 0.2.
Screening COc1ccc(CNCCS(=O)(=O)NCc2ccccc2)cc1 returned M5 antag -11, M5 ag 0, CRFR2-BP antag -3, M4 ag 1, CHRM4 antagonist -5, CHRM5 PAM 4, M4 PAM 0 and CRFBP-R2 agonist -3.1.
For COC(=O)c1cc(C(=O)CSc2nc(C)cc(C)n2)ccc1O the results were M5 antag 2, M5 ag -1, CRFR2-BP antag -56, M4 ag 0, IDE cell inh -7, CHRM4 antagonist 5, CHRM5 PAM 1, M4 PAM 2 and CRFBP-R2 agonist 5.0.
For COc1cc(NC(=O)c2cc3cccc(OC)c3o2)cc(C(=O)Nc2cccc(C(F)(F)F)c2)c1 the results were M5 antag -2, M5 ag 5, CRFR2-BP antag 4, M4 ag 4, IDE cell inh 4, CHRM4 antagonist -2, CHRM5 PAM -2, M4 PAM 3 and CRFBP-R2 agonist -1.7.
O=C1C2C3C=CC(C3)C2C(=O)N1c1ccccc1 (configuration not stated) was read as M5 antag 1, M5 ag -2, CRFR2-BP antag 2, M4 ag 1, IDE cell inh -1, CHRM4 antagonist 2, CHRM5 PAM 3, M4 PAM 14 and CRFBP-R2 agonist 3.5.
`COC(=O)c1ccccc1NC(=O)c1cc2nc(C3CC3)cc(C(F)(F)F)n2n1` gave M5 antag -6, M5 ag 0, CRFR2-BP antag -38, M4 ag 1, IDE cell inh -4, CHRM4 antagonist 3, CHRM5 PAM 4, M4 PAM 0 and CRFBP-R2 agonist 0.7.
